Compound activity as filed in PubChem.
Chronic BCR inh – qHTS Assay to Find Inhibitors of Chronic Active B-Cell Receptor Signaling. ABC-DLBCL IkBa-CBG/CBR reporter, luminescence ratio, 4 h. Potency, µM (top dose mostly 46.1 µM), for inactives: at the top dose ratio change, negative = lower green/red ratio, most hits filed as inhibitors. hit rate 0.05% among 340,000. AID 493014, 2011; active = well fitted inhibition curve with a large enough effect in the signal ratio, with a control signal flat, not every such curve was filed as active; inconclusive = small, poorly fitted or top-dose-only effect, or effect the other way, or a change in a side signal; the % refers to the signal ratio;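 also: potency is read from the fitted curve at half-maximal effect; plate controls were basal doxycycline-induced cells for no effect and cells given 10 µM MG132 for full effect; MG132 reads +100%, hits lower the ratio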
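Doxycycline induced both beetle luciferases in TMD8 lymphoma cells; IKK-driven degradation limits the IkappaBalpha-fused green signal, while red luminescence normalises for cell number and nonspecific effects. Compounds tested up to 46 uM, 4 hrs.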
PTAP TSG101 blk – qHTS Assay for Iinhibitors of HIV-1 Budding by Blocking the Interaction of PTAP/TSG101; Potency, µM (top dose mostly 115 µM), for inactives: top-dose activity change, negative = inhibition, hits mostly inhibitors; Tumor susceptibility gene 101 protein (Homo sapiens), Q99816; 340,000 tested, under 10 active; Fluorescence polarization, FITC-PTAP peptide / Tsg101 binding; active = well fitted inhibition curve with a large enough effect in the main read-out, with a control signal flat, not every such curve was filed as active; inconclusive = small, poorly fitted or top-dose-only effect, or effect the other way, or a change in a side signal; inactive = no such curve, though single readings can be large or run the other way; also: potency is read from the fitted curve at half-maximal effect; % of control where 0% means no effect
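Steps: Tsg101 binding domain dispensed (10 uM final), compounds pinned in DMSO, FITC-labeled PTAP-motif peptide added (50 nM final); after 20 min binding at room temperature, polarization measured.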
Mito fusion act – qHTS Assay for Small Molecule Inhibitors of Mitochondrial Division or Activators of Mitochondrial Fusion | S. cerevisiae fusion-defective mutant growth rescue, CellTiterGlo 48 h | Potency, µM (titrated, usually from 46.1 µM), for inactives: at the highest dose growth rescue (activation), most hits filed as activators | hit rate 0.23% among 320,000 | AID 485298, 2010;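 also: potency is read from the fitted curve at half-maximal effect; % of control where 0% means no effect; nearly all actives have a fitted effect of over 45% in size; temperature-sensitive fusion mutants such as fzo1-1 at 37 °C on non-fermentable ethanol glycerol medium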
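Luminescent cell viability in 1536-well qHTS format served as the measure of rescued growth in ts fusion-mutant S. cerevisiae cultured on non-fermentable YPEG for 48 hours at 37C.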
Eya2 phos inh – qHTS Assay for Inhibitors of the Phosphatase Activity of Eya2. hit rate 0.006% among 330,000. AID 488837, 2010. Potency, µM (top dose mostly 76.9 µM), inactives show at the highest dose activity, negative = inhibition, most hits filed as inhibitors. Protein phosphatase EYA2 (Homo sapiens), O00167. recombinant Eya2, OMFP fluorescence dephosphorylation (OMFP is methylfluorescein phosphate); also: potency is read from the fitted curve at half-maximal effect; % is scaled to controls: 0 for no effect and ±100 for the full control effect
Target sequence (O00167 whole entry, looked up): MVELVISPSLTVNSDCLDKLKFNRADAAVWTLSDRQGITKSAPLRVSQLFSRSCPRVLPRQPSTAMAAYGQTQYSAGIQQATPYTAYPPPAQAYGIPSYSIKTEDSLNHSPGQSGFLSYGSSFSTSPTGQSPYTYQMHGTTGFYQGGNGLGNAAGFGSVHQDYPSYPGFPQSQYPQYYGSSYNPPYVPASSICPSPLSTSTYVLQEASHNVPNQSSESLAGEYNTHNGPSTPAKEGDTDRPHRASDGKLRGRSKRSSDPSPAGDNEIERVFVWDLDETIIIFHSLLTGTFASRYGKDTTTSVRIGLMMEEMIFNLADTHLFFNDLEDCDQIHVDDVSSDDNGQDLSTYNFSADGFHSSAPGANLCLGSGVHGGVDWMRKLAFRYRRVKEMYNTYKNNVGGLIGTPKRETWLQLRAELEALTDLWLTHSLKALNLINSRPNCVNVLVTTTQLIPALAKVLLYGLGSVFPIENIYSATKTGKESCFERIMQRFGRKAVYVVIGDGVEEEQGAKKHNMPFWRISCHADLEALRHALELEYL
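Eya2 (0.2 uM) preincubated 10 min at ambient with compound, then OMFP substrate added at 50 uM; 10 min reaction in 50 mM HEPES pH 7.5, 50 mM NaCl, 5 uM MgCl2, 0.05% BSA, 1 mM DTT. Fluorescence read at Ex 485/Em 525 nm.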
USP2a inh – qHTS Assay for Inhibitors of Ubiquitin-specific Protease USP2a Using CHOP2 as the Reporter. Ubiquitin carboxyl-terminal hydrolase 2 (Homo sapiens), O75604. USP2 core, Ub-CHOP2 coupled fluorogenic reporter, 485/531. Potency, µM (top dose mostly 38.3 µM), for inactives: top-dose activity change, negative = inhibition, hits mostly inhibitors. hit rate 0.01% among 330,000. AID 463254, 2010;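 also: potency is read from the fitted curve at half-maximal effect; plate controls were DMSO wells for no effect and full inhibition by NEM control for full effect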
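Deubiquitinase activity read as fluorescence (485/531 nm) after Ub-CHOP2 cleavage activates the enterokinase reporter on its substrate; USP2 core 10nM, Ub-CHOP2 and substrate 25nM each, 30min compound preincubation then 60min RT; data normalized to NEM, curves fitted.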
uPA generation – qHTS for Inhibitors of Cell Surface uPA Generation. cell surface uPA generation assay, qHTS. Potency, µM (highest dose often 38.3 µM), for the others: at the highest dose activity change, negative = inhibition, usual class: inhibitors. hit rate 0.31% among 330,000; active = well fitted inhibition curve with a large enough effect; inconclusive = small, poorly fitted or top-dose-only effect; inactive = no such curve, though single readings can be large or run the other way; tested in mouse RAW 264.7 cells; also: potency is read from the fitted curve at half-maximal effect; % is scaled to controls: 0 for no effect and ±100 for the full control effect; nearly all actives have a fitted effect of over 55% in size
TCR act – Activators of T cell receptors: qHTS campaign; primary human leukocytes, anti-CD3, IL-2 HTRF, 48 h; Potency, µM (doses to about 9.22 µM), without a hit: at the highest dose activation of IL-2 secretion, usual class: activators; 330,000 tested, under 10 active; also: % of control where 0% means no effect
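IL-2 release read by HTRF sandwich (Eu cryptate donor, d2 acceptor, 665 nm emission) after 48 hr exposure of primary human leukocytes to compound together with anti-CD3 beads in the absence of co-stimulatory signals.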
ELG1 DNA repair – qHTS screen for small molecules that inhibit ELG1-dependent DNA repair in human embryonic kidney (HEK293T) cells expressing luciferase-tagged ELG1; HEK293T ELG1-luciferase reporter, luminescence, 16 h; DNA damage induced by 5-fluorouridine; AID 504467, 2011; Potency, µM (doses to about 46.1 µM), without a hit: at the top dose activity change, negative = inhibition, hits mostly inhibitors; hit rate 2.3% among 330,000; also: potency is read from the fitted curve at half-maximal effect; % is scaled to controls: 0 for no effect and ±100 for the full control effect; nearly all actives have a fitted effect of over 55% in size
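Overnight (16 hr) co-exposure of 2,000 cells/well to 5-fluorouridine and compound at 37 °C preceded detection. Luciferase was quantified via ONE-Glo luminescence; loss of signal denotes inhibition.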
TSHR antagonist – Antagonists of the Thyroid Stimulating Hormone Receptor: HTS campaign. Thyrotropin receptor (Homo sapiens), P16473. TSHR-expressing cells, TSH-stimulated cAMP HTRF, 2 h; active compounds read low. activity change, negative = inhibition, % at 11.5 µM. hit rate 0.2% among 330,000. AID 504810, 2011;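 active = activity change below a set negative limit, meaning inhibition stronger than a set level, cut at about -70% in these data; inconclusive = activity change between two set negative limits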; also: % is scaled to controls: 0 for no effect and ±100 for the full control effect
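TSHR-expressing cells were treated with compounds, then stimulated with TSH at EC80 (4nM final) for 2 hours at 37 deg C. Cellular cAMP was measured by HTRF competition between lysate cAMP and cAMP-d2 for a cryptate-labelled anti-cAMP antibody.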
B2AR arrestin – qHTS assay of beta-arrestin-biased ligands of beta2-adrenergic receptor. AID 492947, 2010. Beta-2 adrenergic receptor (Homo sapiens), P07550. beta-arrestin recruitment to beta2AR, cell-based reporter. Potency, µM (doses to about 46.1 µM), for inactives: at the highest dose activation, usual class: activators. hit rate 0.02% among 330,000;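 also: potency is read from the fitted curve at half-maximal effect; 0% = DMSO controls and full agonism = EC100 isoproterenol or metaproterenol; nearly all actives have a fitted effect of over 65% in size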
Tb PFK inh – qHTS Assay to Find Inhibitors of T. brucei phosphofructokinase; T. brucei PFK, ADP-Glo luminescence; AID 485367, 2010; Potency, µM (series often up to 57.5 µM), without a hit: at the highest dose activity, negative = inhibition, hits mostly inhibitors; hit rate 0.17% among 330,000; ATP-dependent 6-phosphofructokinase (Trypanosoma brucei brucei), O15648;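 also: potency is read from the fitted curve at half-maximal effect; 0% = uninhibited 1x PFK enzyme wells and -100% = no-enzyme wells; nearly all actives have a fitted effect of over 60% in size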
Target sequence (O15648 whole entry, looked up): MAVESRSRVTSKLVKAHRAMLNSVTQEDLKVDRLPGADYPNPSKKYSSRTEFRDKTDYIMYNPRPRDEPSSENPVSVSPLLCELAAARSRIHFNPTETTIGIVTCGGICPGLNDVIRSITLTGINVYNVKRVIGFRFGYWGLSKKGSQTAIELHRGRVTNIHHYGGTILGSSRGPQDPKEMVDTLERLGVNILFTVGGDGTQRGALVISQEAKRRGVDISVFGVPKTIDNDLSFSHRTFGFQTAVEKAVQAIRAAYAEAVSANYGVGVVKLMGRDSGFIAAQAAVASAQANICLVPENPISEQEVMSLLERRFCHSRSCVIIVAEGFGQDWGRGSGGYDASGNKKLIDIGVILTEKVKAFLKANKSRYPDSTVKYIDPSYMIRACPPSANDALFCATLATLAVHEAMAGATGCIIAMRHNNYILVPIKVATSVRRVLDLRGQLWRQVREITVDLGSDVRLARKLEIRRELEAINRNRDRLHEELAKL
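1.25 nM PFK with 0.5 mM F6P and 0.1 mM ATP in 0.1 M TEA pH 8.0, 5 mM MgCl2, incubated 45 min at room temperature; ADP measured by ADP-Glo luminescence; compounds titrated up to 57 uM.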
Numbers without * were called inactive; ? = inconclusive; . = not tested or not shown; [ ] = remark or other dose. Unless noted, calls follow the shape of the dose curve; as a rule, active = well fitted curve in the direction sought with a large enough effect; inconclusive = small, poorly fitted or top-dose-only effect, or another doubt; inactive = no such curve, though single readings can be large; an effect the other way counts as inactive or inconclusive.

SMILES	Chronic BCR inh	PTAP TSG101 blk	Mito fusion act	Eya2 phos inh	USP2a inh	uPA generation	TCR act	ELG1 DNA repair	TSHR antagonist	B2AR arrestin	Tb PFK inh
CN(C)CCCN(C(=O)c1ccc(S(=O)(=O)N(C)C2CCCCC2)cc1)c1nc2ccc(F)cc2s1	4%	-6%	-12%	-12%	2%	-7%	-2%	24%	-2	-0.7%	-2%
CN(C)S(=O)(=O)N(CC(=O)Nc1ccccc1F)c1ccccc1	1%	-9%	0%	5%	-2%	5%	-1%	-2%	-9	-0.2%	3%
C=CCNC(=O)Cn1nc(-c2ccccc2)ccc1=O	2%	-6%	-8%	-35%	-1%	10%	-7%	-1%	5	-0.2%	-5%
CCOC(=O)N1CCC(N(CCN(C)C)C(=S)Nc2ccccc2C)CC1	-13%	-8%	-7%	8%	6%	3%	-1%[46.1 µM]	0%	5	0.2%	-1%
Cc1onc(-c2ccccc2)c1C(=O)NC(=S)Nc1sc2c(c1C#N)CCC(C)C2 (stereo unspecified)	-6%	3%	8%	4%	0%	3%	-8%[46.1 µM]	?	5	0.2%	-4%
O=C(N/N=C/C(Cl)=C/c1ccccc1)c1ccccc1F	?	-5%	4%	-24%	0%	-7%	3%	?	-2	4.6%	1%
CSc1cccc(NC(=S)N2CCC(N(C)C3CCCCCC3)CC2)c1	0%	1%	1%	4%	3%	-5%	2%	6%	1	-0.5%	-5%
Cc1ccccc1NS(=O)(=O)c1ccc(N2CCCC2=O)cc1	?	-7%	-6%	5%	1%	-15%	1%	?	-10	-0.4%	1%
Cc1csc(NC(=O)C(C)Oc2ccc(Br)cc2)n1 (stereo unspecified)	9%	0%	?	3%	2%	7%	3%	-13%	-6	-0.7%	-1%
NNC(=O)c1ccc(COc2cccc3cccnc23)cc1	-9%	0%	-3%	-11%	-1%	0%	-1%	?	4	-0.1%	0%
C=CCn1c(-c2ccccc2)nc2nc3ccccc3nc21	4%	-1%	1%	10%	1%	2%	-21%	3%	27	0.7%	7%
Cc1ccc(C(=O)NNC(=O)Cn2ccc(C(F)(F)F)n2)o1	3%	1%	9%	1%	0%	0%	5%	9%	15	-0.2%	9%
O=C(CSc1nnc2scc(-c3ccccc3)n12)N1CCCc2ccccc21	14%	0%	3%	13%	-2%	.	-2%	1%	-4	0.0%	-3%
COc1ccccc1CNC(=O)CCS(=O)(=O)c1ccc2c(c1)CCN2C(C)=O	-3%	-8%	0%	5%	2%	3%	-1%	10%	-7	-0.3%	-3%
COc1ccc(Nc2ncnc3ccc([N+](=O)[O-])cc23)c(OC)c1	2%	-3%	15%	-1%	0%	1%	-6%	?	-8	-0.9%	4%
C=CCOC(=O)C1=C(C)NC(=O)NC1c1ccc(O)cc1 (stereo unspecified)	0%	0%	1%	9%	1%	-22%	-5%	7%	1	0.0%	-3%
O=C(NNS(=O)(=O)c1ccc(F)cc1)c1ccccc1	2%	-1%	1%	3%	2%	-4%	.	6%	3	-0.3%	-1%
O=C(c1cccc(C(F)(F)F)c1)N1CCOc2ccccc21	1%	0%	33%	-8%	1%	-1%	-1%	-6%	-4	0.3%	-5%
COc1cc2nc(NCCCN3CCN(C)CC3)n3nc(-c4ccccc4)nc3c2cc1OC	?	-2%	?	6%	-1%	-1%	3%	-27%	12	-0.2%	8%
COc1ccc(Br)cc1/C=N/NC(=O)c1cccc(S(=O)(=O)N2CCOCC2)c1	-17%	-4%	1%	-2%	4%	-3%	-1%	4%	-15	0.3%	2%
CCCCNC(=O)C1CCN(C(=O)Nc2ccc(C)cc2)CC1	?	-2%	-1%	0%	0%	3%	1%[46.1 µM]	1%	4	3.6%	-5%
CCOc1ccccc1NC(=O)C1CCCN(S(=O)(=O)c2c(C)[nH]c(=O)[nH]c2=O)C1 (stereo unspecified)	?	2%	2%	19%	4%	7%	-19%	4%	-1	-0.3%	-2%
Cc1cc(N/C=C/C(=O)c2ccccc2)ccc1Br	?	-4%	2%	9%	0%	-29%	4%	?	-6	-0.2%	1%
Cc1cccc(CN2CCNC2=O)c1	1%	-4%	-1%	7%	-1%	.	-1%	17%	34	0.4%	-3%
NC(=O)NC(=O)COC(=O)CCCc1c[nH]c2ccccc12	4%	0%	1%	-16%	-2%	5%	18%	6%	22	-0.3%	0%
CCOC(=O)C(=O)c1csc(NC(=O)CCSc2ccc(C)cc2)n1	0%	-3%	2%	-11%	-1%	10%	6%	-9%	4	0.0%	-1%
COc1cc(OC)c(N2CC(C(=O)Nc3cc(Cl)ccc3N3CCOCC3)CC2=O)cc1Cl (stereo unspecified)	?	0%	0%	-9%	5%	-3%	-10%	3%	0	0.4%	3%
O=C1c2ccccc2C(=O)N1CCC#Cc1ccc2cc(C3(O)CCCCC3)oc(=O)c2c1	?	-1%	-3%	7%	0%	0%	-4%	?	-5	0.1%	-2%
O=C(O)C1CC(=O)N(c2ccc(OCc3ccccc3)cc2)C1 (stereo unspecified)	?	-7%	3%	-2%	1%	.	1%	-6%	6	0.3%	3%
COc1ccc(C2CC(c3ccccc3)=NN2C(=O)COC(=O)C2CC2)cc1 (stereo unspecified)	-2%	-1%	26%	-15%	-7%	-3%	12%[46.1 µM]	-20%	19	-0.9%	1%
CCOc1ccc(OCC)c(S(=O)(=O)n2cnc(C)c2)c1	-5%	2%	-3%	-1%	0%	-1%	3%	-10%	4	-0.6%	-3%
CCOC(=O)N1CCC(NC(=O)C2CCCN(Cc3nc(-c4cccc(C)c4)oc3C)C2)CC1 (stereo unspecified)	?	-5%	-5%	?	0%	-15%	1%	?	-7	-1.1%	3%
COc1ccc(NS(=O)(=O)c2ccc(Br)s2)cc1OC	-7%	-7%	-1%	0%	10%	-19%	5%	?	-13	0.2%	0%
COc1ccc(/C=N/NC(=O)c2nc(-c3ccccc3)cc(-c3ccccc3)n2)cc1O	?	1%	2%	-9%	1%	-4%	0%[46.1 µM]	6.5µM*	-31	2.6%	2%
CCS(=O)(=O)c1nc(S(=O)(=O)c2ccc(Cl)cc2)c(N2CCc3ccccc3C2)s1	1%	-6%	20%	5%	3%	-5%	-3%[46.1 µM]	?	-30	-0.8%	0%
COc1ccc(-c2noc(CCC(=O)N3CCN(c4cccc(C)c4C)CC3)n2)cc1	?	-1%	.	-3%	0%	9%	-13%[46.1 µM]	?	-12	-0.5%	9%
COc1ccccc1NC(=O)Cn1nnc(-c2ccccc2NS(=O)(=O)c2ccccc2)n1	-7%	0%	6%	-8%	1%	6%	7%[46.1 µM]	?	-7	0.2%	0%
Cc1ccc(NC(=S)Nc2cccc3ccccc23)cc1F	?	-7%	-4%	-5%	1%	-18%	0%	?	2	-1.0%	0%
Cc1cc(C)cc(N(CCC#N)C(=O)COC(=O)Cn2[nH]c(=O)c3ccccc3c2=O)c1	-11%	0%	.	-2%	-1%	7%	8%[46.1 µM]	8%	21	-0.7%	0%
O=C(C1CCCC1)N1CCC(CC2CC(c3ccc(Cl)cc3)=NO2)(C(=O)NCC2CCCCC2)CC1 (stereo unspecified)	18%	1%	-4%	0%	0%	5%	4%	?	22	-0.5%	2%
CC1=Nc2ccccc2/C1=C\c1nc(-c2ccc(C(F)(F)F)cc2)oc1O	3%	?	6%	11%	5%	.	.	1%	-7	-0.4%	0%
CCOc1ccc(-c2c(=O)n(OCc3nc4ccccc4[nH]3)c3ccccc3[n+]2[O-])cc1	?	0%	2%	7%	-1%	-3%	-2%	?	-6	0.2%	0%
CCOC(=O)c1ccccc1NC(=O)COC(=O)C1CCCC1	-3%	-3%	4%	4%	-2%	4%	0%	3%	4	-0.9%	-11%
Cc1cccc(N2C(=O)CC(N3CCN(Cc4ccc5c(c4)OCO5)CC3)C2=O)c1 (stereo unspecified)	0%	0%	-3%	3%	-1%	2%	1%	-7%	1	-0.4%	0%
